# rat GALR2 agon: agonists of rat galanin receptor 2 (GALR2); Galanin receptor type 2 (Rattus norvegicus), O08726; cell-based GALR2 agonist screen; activation, % at 10 µM; actives 0.5% (n = 16,000); in the data active means activation above about 15%
# Target sequence (O08726 whole entry, looked up): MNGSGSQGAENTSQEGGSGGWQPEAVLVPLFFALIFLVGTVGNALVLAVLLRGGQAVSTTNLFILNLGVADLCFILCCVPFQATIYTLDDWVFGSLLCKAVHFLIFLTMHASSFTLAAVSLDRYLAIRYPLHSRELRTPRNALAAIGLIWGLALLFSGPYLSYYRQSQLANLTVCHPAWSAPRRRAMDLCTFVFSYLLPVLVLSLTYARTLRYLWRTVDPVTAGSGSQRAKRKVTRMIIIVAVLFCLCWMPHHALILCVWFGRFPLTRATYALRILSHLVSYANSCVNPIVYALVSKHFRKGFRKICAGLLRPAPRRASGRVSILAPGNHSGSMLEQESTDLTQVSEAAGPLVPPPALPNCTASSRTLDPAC
# TLR4 MyD88 blk: inhibitors of human TLR4-MyD88 binding. Toll-like receptor 4 (Homo sapiens), O00206. Cell-based TLR4-MyD88 binding inhibition assay. inhibition, % at 10 µM. actives 0.06% (n = 16,000). AID 811, 2007; in the data active means inhibition above about 45%
# KOR antag MB: antagonists of human kappa opioid receptor OPRK1, Maybridge library; Kappa-type opioid receptor (Homo sapiens), P41145; OPRK1 cells, antagonist mode, fluorescence readout; inhibition, % at 9 µM; actives 0.4% (n = 16,000); in the data active means inhibition above about 50%
# S1P1 ag: activates the human S1P1 receptor. Sphingosine 1-phosphate receptor 1 (Homo sapiens), P21453. S1P1 agonist cell-based reporter assay. activation, % at 4.5 µM. actives 1.5% (n = 16,000); in the data active means activation above about 80%
# PME-1 Maybridge: inhibitors of human PME-1 in Maybridge library. Protein phosphatase methylesterase 1 (Homo sapiens), Q9Y570. recombinant PME-1, FP-Rh probe fluorescence polarization. inhibition, % at 9 µM. actives 0.5% (n = 16,000). AID 2291, 2010; in the data active means inhibition above about 30%
# Target sequence (Q9Y570 whole entry, looked up): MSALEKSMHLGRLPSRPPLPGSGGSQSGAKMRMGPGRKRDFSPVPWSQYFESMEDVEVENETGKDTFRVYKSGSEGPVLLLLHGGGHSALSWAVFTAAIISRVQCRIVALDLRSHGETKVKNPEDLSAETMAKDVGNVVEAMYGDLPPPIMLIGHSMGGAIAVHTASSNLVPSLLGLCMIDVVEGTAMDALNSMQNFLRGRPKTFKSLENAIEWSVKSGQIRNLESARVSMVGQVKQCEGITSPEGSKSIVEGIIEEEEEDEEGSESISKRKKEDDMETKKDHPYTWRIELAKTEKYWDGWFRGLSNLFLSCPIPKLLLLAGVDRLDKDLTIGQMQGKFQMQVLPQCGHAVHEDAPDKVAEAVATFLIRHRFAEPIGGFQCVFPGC
# luminol inh ctr: counter-screen for Nox1 inhibitors: inhibitors of luminol chemiluminescence; actives 0.4% (n = 16,000); inhibition, % at 6.7 µM; HRP/luminol/H2O2 chemiluminescence counterscreen; further: reference of the scale not given here
# Nox1 inhibitor: inhibitors of human NADPH oxidase 1 (Nox1). Q9Y5S8. HT29 cells, luminol chemiluminescence ROS. inhibition, % at 6.7 µM. actives 0.81% (n = 16,000)
# NOTCH ag: agonists of NOTCH signaling; NOTCH signaling luciferase reporter cells, luminescence; activation, % at 2.5 µM; actives 0.4% (n = 15,000); in the data active means activation above about 2.2%
# Starred values were filed as active, the others as inactive; / = not tested or not shown. Unless noted, no stated cut-off is given here; in the data, active means inhibition above about 75%; inactive means the rest.
SMILES,rat GALR2 agon,TLR4 MyD88 blk,KOR antag MB,S1P1 ag,PME-1 Maybridge,luminol inh ctr,Nox1 inhibitor,NOTCH ag
O=S(=O)(c1ccc(C(F)(F)F)cc1)n1nccc1-c1cc(-c2ccccc2)no1,15,-2,25,-24,2,-4,-22,0.2
CCOC(=O)c1c(NC(=S)Nc2ccccc2)sc2c1CCN(C)C2,-3,-2,26,-17,-2,1,-5,0.4
O=C(Cc1ccccc1I)OCC(=O)c1ccc(Br)cc1,-6,9,7,6,0,2,-37,-0.2
O=c1c2cn[nH]c2[nH]c(=S)n1-c1ccc(Cl)cc1,0,-4,11,-2,7,70,18,0.1
CCOC(=O)c1sc2nccnc2c1N,-2,0,5,-12,7,-1,-39,-0.5
Nc1n[nH]c2cccc(Cl)c12,-6,9,19,-3,1,5,35,0.0
CN(C(=O)Nc1ccccc1)c1c2c(nn1C)CCCC2,-1,-2,-14,0,4,1,-32,-0.2
Nc1nc(NCc2ccc(-c3cccs3)s2)n[nH]1,-4,13,0,1,2,1,57,-0.3
CC12CCC(C(=O)NC1=O)C2(C)C (stereo not drawn),-8,-9,-3,-2,0,-2,-19,-0.2
O=C(CN1CCN(CCCc2c[nH]c3ccc(F)cc23)CC1)N(c1ccccc1)C1CCCCC1,0,-6,4,-2,9,0,-19,-0.7
N/C(COc1ccc([N+](=O)[O-])cc1)=N\OC(=O)CCn1cc(C(F)(F)F)ccc1=O,-6,5,0,-2,4,-1,-20,-0.3
FC(F)(F)c1ccnc(-n2ccc(-c3cccs3)n2)n1,-10,4,-14,9,0,2,0,/
O=C1c2ccccc2S(=O)(=O)N1CCS(=O)(=O)c1ccc(Cl)cc1Cl,-2,/,-19,91*,2,2,-37,-0.9
CCN(CC)c1ccc(CN2CCN(Cc3ccccc3)CC2)cc1,-8,-35,6,-10,1,-3,-76,-0.8
c1ccc(SCc2cccc(CSc3ccccn3)n2)nc1,-6,2,3,8,3,-6,5,-5.3
COc1cc(C=C2C(=O)OC(C)(C)OC2=O)ccc1OCc1ccccc1,-6,-11,13,-14,5,-4,9,-0.2
COC(=O)c1cnn(C(=O)Nc2c(C)cccc2C)c1C(OC)OC,-5,0,14,-2,1,0,-47,-0.2
COc1cc(C(=O)Nc2ccccc2C(=O)NCCc2ccccn2)cc(OC)c1OC,-5,2,-13,-29,2,-2,-47,-5.3
N#Cc1c(F)cccc1NCCCn1ccnc1,-6,0,-6,-2,0,-1,-14,-0.5
N#C/C(=C\N1CCc2ccccc21)C(=O)c1ccccc1,-7,-5,4,3,0,-11,-24,0.5
c1ccc(-c2cc3ncnc(NCc4ccc5c(c4)OCO5)c3s2)cc1,6,-2,61*,8,5,0,17,-0.3
Cc1ccc(S(C)(=O)=O)cc1,-6,6,4,-1,-1,3,-36,0.6
CCOC(=O)CC(=O)c1sc(SC)nc1N,-7,-4,-13,22,8,3,-22,0.0
CCOC(=O)c1cn(-c2ccc(N3CCC(C)CC3)nn2)nc1N,-8,-34,19,56,-4,-3,15,-0.2
CC(C)(C)c1ccc(CSCC(=O)Nc2ccccc2C#N)cc1,-3,-1,-9,-6,1,-1,-46,-0.6
CC(=O)Nc1ccc(Br)cc1C(=O)Nc1cc(C(F)(F)F)cc(C(F)(F)F)c1,-5,-3,4,6,15,2,-20,-0.1
CSc1sc(-c2nc(C)cs2)c(C)c1-c1ccn(S(C)(=O)=O)n1,-6,0,3,12,4,-1,-32,-0.2
NC(=O)CC(CC(N)=O)c1c(Cl)cccc1Cl,-7,-7,9,-12,-4,0,0,-0.2
Cc1cccc(C)c1NC(=O)CSC(=O)c1ccc([N+](=O)[O-])cc1,-8,-13,8,15,8,-4,40,-1.2
Nc1cc(-c2cccc(Cl)c2)nn1-c1ccc(S(N)(=O)=O)cc1,-9,-7,4,13,4,-1,23,-0.1
COc1ccccc1-n1c(C)coc1=O,0,-3,0,-16,4,-8,-18,-0.5
CCCN(CCC)S(=O)(=O)c1ccc(C(=O)SCC(=O)OCC)cc1,-7,-6,-3,2,3,-2,5,0.2
S=C1NN=C(c2ccccc2)CS1,-1,9,13,-3,-1,6,-42,-0.2
O=C(CN1CCCCC1)Nc1nc(-c2ccc(Cl)cc2)cs1,-8,-4,-10,-11,2,4,16,-0.8
N#Cc1c(NCc2cccs2)ccc([N+](=O)[O-])c1NCc1cccs1,-11,9,-20,18,5,2,-33,0.4
N/C(=N\OCc1cc(Cl)cc2c1OCOC2)c1ccc(Cl)cc1,-8,-3,-2,47,0,-2,-52,0.6
COC(=O)c1sc2cc(Cl)ccc2c1OC(C)C,-6,3,3,-6,-3,6,-61,-0.8
O/N=C(\c1ccccc1)c1ccc(Cl)cc1,-6,-2,-7,0,5,-4,-1,-0.7
O=C(c1cccc2c1OCCCO2)N1CCSCC1,-6,-2,16,-5,4,-5,0,0.0
Cc1csc(C(=O)NNC(=O)c2ccc(C(F)(F)F)cc2)c1Cl,-1,-4,16,26,-4,3,-31,0.1
O=C(Nc1ccc(F)cc1)C(F)(F)S(=O)(=O)c1ccccc1,-8,0,-24,13,0,4,-13,-0.4
COCc1cc(=O)[nH]c(SCC(=O)N2CCOCC2)n1,-5,-2,21,-4,1,2,-53,-0.7
O=C(NCc1ccccc1)c1cc2sccc2s1,-6,3,-8,0,2,2,-33,-1.0
O=C(Nc1nccs1)c1ccccc1Cl,-3,-6,12,-4,0,-2,18,0.5
Cc1onc(-c2c(Cl)cccc2Cl)c1C(=O)OCC(=O)c1ccccc1,-3,0,30,33,5,-5,24,-0.2
Cn1c(SCc2ccc([N+](=O)[O-])cc2)nnc1-c1ccncc1,-4,4,6,-16,-1,0,-24,-0.6
CC(=O)CSc1nnc(Cn2nnc3ccccc32)n1Cc1ccccc1,-7,-4,-6,-14,8,-5,-7,-0.3
CC1C(=O)N(C)c2ccc(S(=O)(=O)Nc3ccc(Cl)cc3Cl)cc21 (stereo not drawn),-5,/,-15,10,3,4,-39,-1.0
Cc1c(C(=O)CSc2n[nH]c(=O)n2Cc2ccco2)sc2ccc(Cl)cc12,-4,-2,12,61,-2,7,74,-0.9
COC(=O)C(C(=O)OC)=C1C2CC3CC(C2)CC1C3,-5,5,-5,61,-3,3,-65,-0.1
S=c1[nH]nc(-c2cnccn2)s1,4,0,-32,-14,8,-7,-1,-0.7
CCOC(=O)/C(C#N)=C/N=C(N/N=C/c1cccs1)SC,-2,2,5,-9,-2,2,-40,-0.2
CCOC(=O)C1CCN(CC(=O)c2ccc(OC)cc2)CC1,-6,-13,9,-26,-1,-7,-7,0.4
O=C(/C=C/Sc1ccc(C(F)(F)F)cn1)c1ccccc1,-6,-1,-3,2,5,-5,-8,-0.6
Cc1[nH]n(-c2ccccc2)c(=O)c1C(=O)c1ccccc1,-5,13,-9,33,0,4,-76,-0.3
C=C(C#N)CN1CCN(CC(=C)C#N)CC1,-11,-15,-19,-33,-3,-2,-14,0.5
N#Cc1cccc(NC(=O)c2ccncc2)c1,-2,2,2,-16,2,-6,10,-0.3
O[C@@H]1C2C3CC4C5C3C1C(c1ccccc1)(C42)[C@H]5O (stereo partly drawn),-7,-11,8,-10,4,-5,-7,0.0
C/C(=N\NS(=O)(=O)c1ccc(C)cc1)c1ccc(OCCOc2ccc([N+](=O)[O-])cc2)cc1,-6,11,6,25,-17,3,-12,-5.5
N#Cc1cc([N+](=O)[O-])ccc1SCc1ccccc1,-7,-5,2,7,-2,3,-14,-0.9

# Twelve compounds out of the list, arranged by molecular weight, rising.
SMILES,rat GALR2 agon,TLR4 MyD88 blk,KOR antag MB,S1P1 ag,PME-1 Maybridge,luminol inh ctr,Nox1 inhibitor,NOTCH ag
S=c1[nH]nc(-c2cnccn2)s1,4,0,-32,-14,8,-7,-1,-0.7
C=C(C#N)CN1CCN(CC(=C)C#N)CC1,-11,-15,-19,-33,-3,-2,-14,0.5
O=C(Nc1nccs1)c1ccccc1Cl,-3,-6,12,-4,0,-2,18,0.5
O[C@@H]1C2C3CC4C5C3C1C(c1ccccc1)(C42)[C@H]5O (stereo partly drawn),-7,-11,8,-10,4,-5,-7,0.0
Cc1[nH]n(-c2ccccc2)c(=O)c1C(=O)c1ccccc1,-5,13,-9,33,0,4,-76,-0.3
CCOC(=O)C1CCN(CC(=O)c2ccc(OC)cc2)CC1,-6,-13,9,-26,-1,-7,-7,0.4
O=C(/C=C/Sc1ccc(C(F)(F)F)cn1)c1ccccc1,-6,-1,-3,2,5,-5,-8,-0.6
Cn1c(SCc2ccc([N+](=O)[O-])cc2)nnc1-c1ccncc1,-4,4,6,-16,-1,0,-24,-0.6
O=C(Nc1ccc(F)cc1)C(F)(F)S(=O)(=O)c1ccccc1,-8,0,-24,13,0,4,-13,-0.4
CC1C(=O)N(C)c2ccc(S(=O)(=O)Nc3ccc(Cl)cc3Cl)cc21 (stereo not drawn),-5,/,-15,10,3,4,-39,-1.0
Cc1c(C(=O)CSc2n[nH]c(=O)n2Cc2ccco2)sc2ccc(Cl)cc12,-4,-2,12,61,-2,7,74,-0.9
C/C(=N\NS(=O)(=O)c1ccc(C)cc1)c1ccc(OCCOc2ccc([N+](=O)[O-])cc2)cc1,-6,11,6,25,-17,3,-12,-5.5

# The listing continues:
SMILES,rat GALR2 agon,TLR4 MyD88 blk,KOR antag MB,S1P1 ag,PME-1 Maybridge,luminol inh ctr,Nox1 inhibitor,NOTCH ag
Cc1ccc([N+](=O)[O-])c(C(=O)SCC(=O)Nc2cc(C(F)(F)F)cc(C(F)(F)F)c2)c1,-5,-15,-20,-14,-11,3,-21,-0.6
CCOC(=O)C1=C(N)CC(C(=O)OCC)=C(N)C1,-6,5,18,-10,6,10,51,-4.5
CCOC(=O)c1cnn(C(=O)COc2ccc(C(C)(C)C)cc2C(C)(C)C)c1N,-8,-2,8,2,-4,4,-19,0.4
CCc1cc2c(cc1C(=O)CCN1CCOCC1)C(C)(C)CCC2(C)C,-7,-1,9,-18,-3,0,-47,-0.7
N#CC(C#N)=C/C=C(\Sc1nnnn1-c1ccccc1)c1ccccc1,-12,7,27,-12,-8,13,-6,-0.6
O=C(O)C1Cc2c([nH]c3ccccc23)CN1 (stereo not drawn),-6,8,17,3,6,-3,8,-6.2
COC(=O)c1cc(/C=C/C(=O)N(C(=O)NC2CCCCC2)C2CCCCC2)cn1C,-11,7,-16,-10,0,1,-28,-0.6
O=C(NCCSCc1c(F)cccc1Cl)c1cccs1,-1,-8,2,2,0,0,-58,-0.8
CC(=O)Nc1ccc(C2=N/C(=C/c3cn(C(C)=O)c4ccccc34)C(=O)O2)cc1,-9,4,-6,-1,-18,8,-103,0.8
O=C1NCCN=C(c2ccccc2)c2ccccc21,-8,-3,-9,3,3,-7,16,0.8
O=C(c1ccccc1)C1CCN(C(=O)c2ccco2)CC1,-6,1,5,10,-2,0,-26,-0.4
c1ccc(Sc2c(-c3ccccc3)nc3sccn23)cc1,-9,-3,-7,18,-4,-1,6,-0.5
CC(=O)Oc1ccc2c(c1)CCC1C2=CCC2(C)C(OC(C)=O)CCC12 (stereo not drawn),-9,-14,10,7,-2,1,-15,0.1
Cc1ccc(C(=O)NNC(=O)c2cc(-c3ccccc3)c(C(F)(F)F)s2)cc1,-3,4,6,9,12,2,-39,0.1
OC(c1nc2ccc(Cl)cc2[nH]1)C(O)c1nc2ccc(Cl)cc2[nH]1 (stereo not drawn),-4,0,-8,-28,4,3,-27,/
COc1ccccc1NC(=S)NC1CC2CCC1C2 (stereo not drawn),-7,6,4,-7,-1,-3,-20,0.6
COc1cccc(I(OC(C)=O)OC(C)=O)c1,-6,-3,-1,0,-1,-2,-48,-0.1
CC(=O)OC[C@@H](OC(C)=O)[C@@H](OC(C)=O)[C@H](OC(C)=O)C(=O)O,-7,-8,1,-10,-3,4,-53,-0.1
COc1ccc(OC(=O)c2cc(-c3ccccc3)c(C(F)(F)F)s2)cc1,3,5,5,45,-5,4,64,-0.5
Cc1c(C#N)sc(C#N)c1O,-1,0,7,1,1,3,-24,-0.9
CC(=O)c1sc(COc2ccc(Cl)cc2)nc1C,-4,-7,20,10,7,-4,29,0.6
O=C(NCc1nnc2c(Cl)cc(C(F)(F)F)cn12)c1ccccc1,-7,9,-22,-2,0,0,-29,-0.3
CNS(=O)(=O)c1ccccc1S(=O)(=O)c1ccccc1C(=O)O,-4,2,14,-8,-2,-5,18,-1.4
O=C(O)COCC(=O)N1CCN(C(c2ccccc2)c2ccccc2)CC1,-7,2,-1,-18,-1,2,-50,0.4
CC(=O)c1ccc(Sc2cccc(C(F)(F)F)c2)c([N+](=O)[O-])c1,-12,-1,-1,11,32*,2,-8,-0.5
COc1ccc(C(=O)/C(=N\O)c2ccccc2)cc1,-1,16,4,-3,-2,4,-72,0.0

# Source: PubChem BioAssay (The Scripps Research Institute Molecular Screening Center)
